Screens (PubChem BioAssay)
ASK1 inh: ASK1 kinase inhibitors, primary screen, biochemical, AlphaScreen. Mitogen-activated protein kinase kinase kinase 5 (Homo sapiens), Q99683. AlphaScreen MKK6 phosphorylation by ASK1, luminescence. inhibition, % at 7.44 µM. actives 0.99% (n = 22,000). AID 1159602, 2016; in the data active = inhibition above about 35%;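 note: 0% = median of compound wells and 100% = no enzyme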
ULK1 primary: ULK1 kinase inhibitors, primary screen, biochemical, AlphaScreen; Serine/threonine-protein kinase ULK1 (Homo sapiens), O75385; AlphaScreen Atg13 phosphorylation by ULK1, luminescence; inhibition, % at 5.96 µM; actives 1.9% (n = 30,000); in the data active = inhibition above about 43%;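 note: 0% = median of compound wells and 100% = no enzyme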
Target sequence (O75385 whole entry, looked up): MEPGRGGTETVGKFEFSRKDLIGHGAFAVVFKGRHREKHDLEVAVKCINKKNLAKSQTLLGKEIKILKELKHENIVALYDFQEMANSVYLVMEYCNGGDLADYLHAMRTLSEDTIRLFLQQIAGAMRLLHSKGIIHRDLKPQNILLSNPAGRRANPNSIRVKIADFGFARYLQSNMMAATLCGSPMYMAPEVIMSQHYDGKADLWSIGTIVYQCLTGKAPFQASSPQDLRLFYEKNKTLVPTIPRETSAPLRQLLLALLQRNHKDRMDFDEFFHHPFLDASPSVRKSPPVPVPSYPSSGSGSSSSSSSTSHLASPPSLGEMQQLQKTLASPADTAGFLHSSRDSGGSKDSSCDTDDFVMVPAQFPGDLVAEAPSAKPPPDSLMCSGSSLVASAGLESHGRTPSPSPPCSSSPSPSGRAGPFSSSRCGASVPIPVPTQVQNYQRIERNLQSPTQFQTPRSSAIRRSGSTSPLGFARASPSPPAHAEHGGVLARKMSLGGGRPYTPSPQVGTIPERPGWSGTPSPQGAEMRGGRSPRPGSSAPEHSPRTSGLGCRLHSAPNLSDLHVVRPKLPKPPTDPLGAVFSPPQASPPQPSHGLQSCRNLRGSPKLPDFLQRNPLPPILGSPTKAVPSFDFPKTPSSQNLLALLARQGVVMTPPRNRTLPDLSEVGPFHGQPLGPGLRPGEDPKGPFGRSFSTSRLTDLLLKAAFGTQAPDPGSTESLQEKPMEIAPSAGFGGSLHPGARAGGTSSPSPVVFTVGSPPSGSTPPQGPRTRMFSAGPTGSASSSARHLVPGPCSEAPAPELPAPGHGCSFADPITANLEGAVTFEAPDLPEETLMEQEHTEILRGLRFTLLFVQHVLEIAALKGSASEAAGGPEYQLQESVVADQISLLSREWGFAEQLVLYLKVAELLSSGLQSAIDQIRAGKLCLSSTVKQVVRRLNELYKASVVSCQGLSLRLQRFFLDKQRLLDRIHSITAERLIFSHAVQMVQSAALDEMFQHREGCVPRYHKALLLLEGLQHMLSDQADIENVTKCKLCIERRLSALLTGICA
An asterisk follows results filed as active; x = not tested or not shown.

nr	smiles	ULK1 primary	ASK1 inh
1	O=C(NCc1cccc(C(F)(F)F)c1)c1cccc(Nc2ccncc2)c1	6.1	-10.9
2	COc1cc(NC(=O)c2ccnc(-c3c(C)noc3C)c2)cc(OC)c1OC	3.9	2.3
3	CC(=O)Nc1ccc(Nc2nc(Nc3ccc(-n4ccnc4)cc3)nc3c2ncn3-c2ccccc2)cc1	-12.4	14.3
4	Cc1cnc(N2CCN(Cc3ccc4c(c3)OCO4)CC2)nc1Nc1ccccc1	-12.7	-6.1
5	NS(=O)(=O)c1ccc(Nc2nccc(NC3CCN(C(=O)c4nc5ccc(F)cc5[nH]4)CC3)n2)cc1	-22.2	-12.0
6	O=C(NC1CCN(Cc2ccccc2)CC1)c1cccc(Nc2ccc3ncccc3c2)c1	5.3	-16.6
7	CC(c1ccccc1)N1C(=O)c2ccc(Cl)cc2C1=O (centres undefined)	-1.1	x
8	c1ccc(OCCNc2nc(Nc3ccc4ncccc4c3)nc3c2ncn3-c2ccsc2)cc1	7.7	-8.8
9	OC[C@H]1O[C@@H](n2cnc3c2NC=NC[C@H]3O)C[C@@H]1O	-3.2	x
10	c1ccc(OCCNc2nc(-c3ccc(N4CCOCC4)nc3)nc3c2ncn3C2CCCCC2)cc1	8.3	-11.0
11	CC(C)n1c(N2CCN(c3ccccn3)CC2)nc2c(NCc3ccccc3)ncnc21	-8.3	-13.6
12	O=C(NCCO)c1ccc(-c2ccc(N3CCOCC3)nc2)s1	-4.8	-11.1
13	COc1cc2nc(Nc3ccc(OC(F)(F)F)cc3)nc(Nc3ccc(OCCN4CCCCC4)cc3)c2cc1OC	-27.6	8.8
14	O=C(Nc1ccc(N2CCOCC2)cc1)c1ccc2nc(-c3ccc(C(=O)NC4CC4)cc3)sc2c1	23.6	13.0
15	O=C(NC1CC1)c1ccc(-c2nccc(Nc3ccccc3)n2)cc1	9.8	-2.9
16	CC(/C=C/c1ccco1)=N\NC(=O)CNC(=O)c1ccc2c(c1)OCO2	13.2	x
17	COc1cc(Nc2nc(Nc3cccc(N(C)C)c3)nc3c2ncn3CCN2CCCC2=O)cc(OC)c1OC	-4.9	21.4
18	O=C(Cc1cc(-c2cccc(C(=O)NCCN3CCOCC3)c2)n[nH]1)Nc1ccccc1Cl	7.7	2.9
19	O=C(CNC(=O)c1ccc(Cl)cc1)NO	-8.7	x
20	COc1cc2nc(Nc3ccc4ncccc4c3)nc(NC3CC3)c2cc1OC	-6.2	-2.1
21	COc1cccc(CN(CC2CC2)C(=O)c2n[nH]c3cc(-c4cn[nH]c4)ccc23)c1	-7.9	-23.9
22	NCCNCCNCCN	-27.3	x
23	COc1ccc(OC)c(NC(=O)c2cccc(-n3cc(NC(=O)Cc4cccc(C)c4)cn3)c2)c1	-21.1	10.4
24	O=C(Nc1ccc2[nH]ncc2c1)c1ccnc(N[C@@H](CO)Cc2ccccc2)c1	8.1	2.3
25	COc1ccc(-c2nc(C(=O)NCCN3CCOCC3)cs2)cn1	-1.8	-2.0

Some of the entries above, reformatted:
[10] c1ccc(OCCNc2nc(-c3ccc(N4CCOCC4)nc3)nc3c2ncn3C2CCCCC2)cc1
- ULK1 primary: 8.3
- ASK1 inh: -11.0
[11] CC(C)n1c(N2CCN(c3ccccn3)CC2)nc2c(NCc3ccccc3)ncnc21
- ULK1 primary: -8.3
- ASK1 inh: -13.6
[12] O=C(NCCO)c1ccc(-c2ccc(N3CCOCC3)nc2)s1
- ULK1 primary: -4.8
- ASK1 inh: -11.1

The list continues.
nr	smiles	ULK1 primary	ASK1 inh
26	c1ccc2c(c1)CCN(c1cc(Nc3ccc(N4CCOCC4)cc3)ncn1)C2	-8.2	13.6
27	c1cncc(-c2csc(Nc3ccnc(Nc4ccc(N5CCOCC5)cc4)c3)n2)c1	-2.7	10.2
28	COc1ccc(CCNc2nc(Cl)nc3c2ncn3-c2ccccc2)cc1	2.8	-13.7
29	Cc1c(C(=O)N/N=C\c2cccc([N+](=O)[O-])c2)nnn1-c1nonc1N	1.6	x
30	NS(=O)(=O)c1ccc(-c2cnccc2NC(=O)C2COc3ccccc3O2)cc1 (centres undefined)	5.9	1.9
31	CC(C)n1cnc2c(N)nc(N3CCc4ccccc4C3)nc21	4.6	-6.5
32	NC(=O)C1CC2(NC(=O)NC2=O)c2cc(F)ccc2O1 (centres undefined)	-3.8	x
33	Cc1noc(C)c1-c1cncc(C(=O)NCc2ccccc2)c1	4.3	-4.2
34	c1ccc(-c2nc(NCc3ccco3)cc(-c3cccnc3)n2)cc1	2.5	x
35	COc1ccc(-c2nc(Nc3ccccc3)c3ncn(C4CCCCC4)c3n2)cc1	-9.2	8.9
36	CC(C)n1cnc2c(NCc3cccc(C(F)(F)F)c3)nc(Nc3ccncc3)nc21	-16.3	0.1
37	C=CCNc1cc(-c2ccccc2)nc(-c2cccnc2)n1	-27.6	x
38	CS(=O)(=O)c1ccc2c(c1)nc(NCCCn1ccnc1)c1nccn12	13.9	x
39	COCCNC(=O)Cc1ccc2c(c1)CC(c1nc3ccc(-c4ccnc(N)n4)cc3[nH]1)CO2 (centres undefined)	30.5	-1.7
40	Nc1nc(NCc2ccccc2)cc(Nc2ccccn2)n1	-1.2	-12.5
41	CCCNc1cc(-c2ccc(N3CCN(C)CC3)cc2)nc(N)n1	-8.7	-0.5
42	CC(=O)Nc1ccc(Nc2nc(Nc3ccccc3)nc3nc[nH]c23)cc1	2.8	-12.2
43	O=C(NC1CC1)c1ccc(-c2ncc(C(=O)NCc3ccccc3)s2)cc1	-32.4	-5.8
44	CC(=O)c1cccc(-c2nc(NCCOc3ccccc3)c3ncn(Cc4ccc(C(F)(F)F)cc4)c3n2)c1	-38.0	22.3
45	COc1cc(Nc2cc(Nc3ccc4ncccc4c3)ncn2)cc(OC)c1OC	-1.1	-1.7
46	COc1ccc(C)c(NC(=O)CCl)c1	-1.4	x
47	N[C@H]1CC[C@@H](c2nc3ccc(-c4ccncc4)cc3[nH]2)C1	3.0	10.5
48	CCCNc1nc(-c2ccc(N3CCOCC3)nc2)nc2c1ncn2CCN1CCCC1=O	-1.7	-8.7
49	COc1ccccc1CCNC(=O)c1ccc(-c2cn[nH]c2)cc1OC	-14.1	9.6
50	c1ccc2c(Nc3nc4ncnc(NCCN5CCOCC5)c4[nH]3)nccc2c1	1.4	-2.1

19 compounds already listed, arranged by molar mass, ascending.
nr	smiles	ULK1 primary	ASK1 inh
46	COc1ccc(C)c(NC(=O)CCl)c1	-1.4	x
47	N[C@H]1CC[C@@H](c2nc3ccc(-c4ccncc4)cc3[nH]2)C1	3.0	10.5
32	NC(=O)C1CC2(NC(=O)NC2=O)c2cc(F)ccc2O1 (centres undefined)	-3.8	x
33	Cc1noc(C)c1-c1cncc(C(=O)NCc2ccccc2)c1	4.3	-4.2
31	CC(C)n1cnc2c(N)nc(N3CCc4ccccc4C3)nc21	4.6	-6.5
41	CCCNc1cc(-c2ccc(N3CCN(C)CC3)cc2)nc(N)n1	-8.7	-0.5
49	COc1ccccc1CCNC(=O)c1ccc(-c2cn[nH]c2)cc1OC	-14.1	9.6
42	CC(=O)Nc1ccc(Nc2nc(Nc3ccccc3)nc3nc[nH]c23)cc1	2.8	-12.2
38	CS(=O)(=O)c1ccc2c(c1)nc(NCCCn1ccnc1)c1nccn12	13.9	x
43	O=C(NC1CC1)c1ccc(-c2ncc(C(=O)NCc3ccccc3)s2)cc1	-32.4	-5.8
28	COc1ccc(CCNc2nc(Cl)nc3c2ncn3-c2ccccc2)cc1	2.8	-13.7
26	c1ccc2c(c1)CCN(c1cc(Nc3ccc(N4CCOCC4)cc3)ncn1)C2	-8.2	13.6
35	COc1ccc(-c2nc(Nc3ccccc3)c3ncn(C4CCCCC4)c3n2)cc1	-9.2	8.9
45	COc1cc(Nc2cc(Nc3ccc4ncccc4c3)ncn2)cc(OC)c1OC	-1.1	-1.7
30	NS(=O)(=O)c1ccc(-c2cnccc2NC(=O)C2COc3ccccc3O2)cc1 (centres undefined)	5.9	1.9
27	c1cncc(-c2csc(Nc3ccnc(Nc4ccc(N5CCOCC5)cc4)c3)n2)c1	-2.7	10.2
48	CCCNc1nc(-c2ccc(N3CCOCC3)nc2)nc2c1ncn2CCN1CCCC1=O	-1.7	-8.7
39	COCCNC(=O)Cc1ccc2c(c1)CC(c1nc3ccc(-c4ccnc(N)n4)cc3[nH]1)CO2 (centres undefined)	30.5	-1.7
44	CC(=O)c1cccc(-c2nc(NCCOc3ccccc3)c3ncn(Cc4ccc(C(F)(F)F)cc4)c3n2)c1	-38.0	22.3

The list goes on:
nr	smiles	ULK1 primary	ASK1 inh
51	COc1cc2nc(N3CCN(Cc4ccc5c(c4)OCO5)CC3)nc(Nc3ccc4c(c3)OCO4)c2cc1OC	-18.8	10.7
52	Cc1cc(N)nc(Nc2nc3ccccc3n2C)n1	-2.3	-4.5
53	CC(C)n1c(Nc2ccc3ncccc3c2)nc2c(NCc3ccccc3)ncnc21	-16.7	4.5
54	O=C(NCCN1CCOCC1)c1cccc(-n2ccc3cc(Nc4ccccc4Cl)ccc32)c1	-45.2	-6.2
55	O=C(NCc1ccccc1)c1cnc(N2CCCC2CO)s1 (centres undefined)	2.5	-5.5
56	CC(=O)N1CCC(N(C(=O)c2ccc(C(F)(F)F)nc2)C2CC2)CC1	5.5	x
57	CCCNc1nc(Nc2nccc3ccccc23)nc2c1ncn2C(C)C	20.4	12.9
58	Cc1cc(NC2CCN(Cc3ccccc3)CC2)nc(Nc2cnccn2)n1	5.5	18.3
59	COc1cc(Nc2nc3ncnc(NCc4ccccc4)c3[nH]2)cc(OC)c1OC	-0.5	15.8
60	COc1ccc(-c2nc(C)cc(NCc3nc4ccccc4[nH]3)n2)cn1	-3.2	0.3
61	CCC1(C)CC(=O)NC1=O (centres undefined)	-0.8	x
62	O=C(NCc1cccc(C(F)(F)F)c1)c1csc(N2CCC(N3CCOCC3)CC2)n1	-9.5	-7.5
63	COc1cc(Nc2nc(NCc3cccc(C(F)(F)F)c3)c3ncn(C4CCCCC4)c3n2)cc(OC)c1OC	-5.2	15.9
64	COc1ccccc1C(=O)Nc1nc(-c2cc3cccc(OC)c3o2)cs1	6.9	x
65	COc1cc(Nc2cccc(C(=O)NCc3cccnc3)c2)cc(OC)c1OC	4.7	2.2
66	O=C(Nc1ccc(Cl)cc1Cl)c1cc2ccc(O)cc2oc1=O	1.1	x
67	Cc1cc(NCCCN2CCCC2=O)nc(Nc2cccc(N(C)C)c2)n1	5.7	15.7
68	CC(=O)Nc1ccc(Nc2nc(Nc3nc4ccccc4n3C)nc3c2ncn3CCN2CCCC2=O)cc1	18.4	-5.3
69	O=C(NCc1cccc(C(F)(F)F)c1)c1ccc2nc(Nc3ncccn3)sc2c1	2.0	-5.5
70	CC1=C(C/C=C(\C)CCCC(C)CCCC(C)CCCC(C)C)C(=O)c2ccccc2C1=O (centres undefined)	0.5	x
71	FC(F)(F)c1ccc(Cn2cnc3c(NC4CC4)nc(NC4CCN(Cc5ccccc5)CC4)nc32)cc1	-19.9	9.5
72	CC(=O)c1cccc(-c2nc(NC3CCN(Cc4ccccc4)CC3)c3ncn(C(C)C)c3n2)c1	-9.4	-4.6
73	CC(C)n1cnc2c(NCCc3ccc(O)cc3)nc(-c3cccc(N)c3)nc21	-4.6	-2.9
74	COc1ccc(CC(=O)Nc2cc(Nc3ccccc3C(=O)NC[C@H](O)C(=O)N(C)C)ccn2)cc1	9.8	-35.4
75	OCCNc1nc(-c2cccs2)nc2c1ncn2Cc1ccc(C(F)(F)F)cc1	-32.4	-1.6
76	CS(=O)(=O)c1ccc(-c2ccnc(Nc3ccccc3Cl)n2)cc1	-0.5	1.3
77	COc1ccc(C(=O)N/C(=C\c2ccc3c(c2)OCO3)C(=O)NCCCC(=O)O)cc1	0.7	x
78	CC(C)n1c(N2CCc3ccccc3C2)nc2c(Nc3ccc(N4CCOCC4)cc3)ncnc21	6.2	30.0
79	N#C/C(=C\c1ccc(OCCOc2ccccc2)cc1)C(=O)NCC1CCCO1 (centres undefined)	-7.2	x
80	NC(C(=O)N1CCN(C(=O)c2ccc3[nH]ncc3c2)CC1)c1ccc(Br)cc1 (centres undefined)	5.8	-5.0
81	COc1cccc(CNC(=O)c2c(-c3ccccc3)c3ccc(-c4cn[nH]c4)nc3n2-c2ccccc2)c1	-5.8	10.3
82	COc1cccc(CCn2cnc3ccc(-c4cn[nH]c4)cc3c2=O)c1	6.0	-7.5
83	NC(=O)c1ccc(-c2cncc(C(=O)NCc3ccccc3)c2)cc1	-4.7	-2.6
84	CCNc1nc(C)cc(NCCOc2ccccc2)n1	-1.0	-15.7
85	CC(=O)Nc1ccc(Nc2nc(-c3ccc(N4CCOCC4)nc3)nc3c2ncn3C2CCCCC2)cc1	2.5	2.6
86	COc1cccc(CCC(=O)Nc2ccc(-c3cn[nH]c3)cc2N2CCN(C)CC2)c1	-9.6	-12.2
87	CCCCCN(CCCCC)c1nc2c([nH]1)c(=O)[nH]c(=O)n2C	14.2	x
88	CC(=O)Nc1ccc(Nc2ccnc(Nc3cccc(N(C)C)c3)n2)cc1	-3.7	9.1
89	COc1cc(NC(=O)c2cccc(-n3cc(NC(=O)Cc4ccc(F)c(F)c4)cn3)c2)ccc1N1CCOCC1	-49.5	-6.7
90	O=C(NCCN1CCOCC1)c1ccc2nc(NCCN3CCOCC3)sc2c1	7.5	-0.3
91	COc1ccc(-c2oc3ccc(OC)cc3c2C(=O)Nc2ccccc2C)cc1	2.2	x
92	Nc1nc(N2CCN(Cc3ccc4c(c3)OCO4)CC2)nc2c1ncn2-c1ccsc1	-3.6	2.1
